From PubChem BioAssay
H9c2 TAG inh: inhibitors of triacylglycerol accumulation, primary screen, cell-based, uHTS, fluorescence, H9c2; inhibition, % at 12.5 µM; AID 651582, 2012; actives 0.66% (n = 230,000); H9c2 cells, Nile Red lipid (TAG) fluorescence; cells loaded with 200 µM oleic acid;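 active = pattern-corrected inhibition of lipid staining of at least 50% with the nuclear-stain viability signal not falling by more than 50%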;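 note: 0% = DMSO wells and 100% = triacsin C control wells; some results filed as inactive read as strong as hits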
H9c2 TAG inh DAPI viability: second read-out of H9c2 TAG inh, no call of its own (marks repeat the call); DAPI nuclei signal change (viability), lower = more cytotoxic, %;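 whole-well DAPI fluorescence read on a plate reader as a viability signal; minus 50 percent equals half of cells still viable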
An asterisk follows results filed as active.

#	SMILES	H9c2 TAG inh	H9c2 TAG inh DAPI viability
1	CC1CCCN(S(=O)(=O)c2ccc3c(c2)n(C)c(=O)c(=O)n3C)C1 (configuration not stated)	0	6
2	COc1ccc(NC(=O)C[C@H]2C(=O)N(C3CCCCC3)C[C@@H]2C)cc1	11	3
3	COc1cccc(CC(=O)Nc2nc(-c3cc(OC)ccc3OC)cs2)c1	27	2
4	O=C(NCc1ccccc1)c1ccc(NS(=O)(=O)c2cccs2)cc1	-24	-4
5	C[C@H](CO)N1C[C@H](C)[C@@H](CN(C)Cc2ccc(C(=O)O)cc2)OCc2cnnn2CCCC1=O	-9	-2
6	O=C(CSc1cccc2cccnc12)N/N=C/c1ccncc1	1	6
7	Cc1nn(Cc2ccccc2Cl)c(C)c1N	-8	11
8	O=C(O)c1cc(S(=O)(=O)Nc2ccc3cn[nH]c3c2)ccc1O	-12	1
9	O=[N+]([O-])c1ccccc1/C=N/Nc1nc(N2CCCC2)nc(N2CCCC2)n1	9	-11
10	COC(=O)c1c(NC(=O)CCC(=O)O)sc(Cc2ccccc2)c1C	7	-5
11	O=C(NC(=S)Nc1ccccc1[N+](=O)[O-])c1cncc(Br)c1	-9	1
12	Cc1cc(C)cc(OCC(=O)Nc2ccc3c(c2)OCO3)c1	4	1
13	CN(C)c1ccc(S(=O)(=O)N2CCCCC2)cc1NC(=O)C1=COCCO1	-6	-2
14	Cc1ccc(C(=O)N/C(=C/c2ccco2)C(=O)NCCc2c[nH]c3ccccc23)cc1C	31	-2
15	CC(=O)c1cccc(NC(=S)N2CCC(Cc3ccccc3)CC2)c1	-41	-4
16	Cc1ccccc1N(C)C(=O)c1coc(=O)c2ccccc12	-1	0
17	CCOc1ccc(NC(=O)COC(=O)CC2CCCCC2)cc1	-3	-3
18	CCCCNC(=O)Nc1ccccc1C(=O)Nc1ccc(OC)cc1	23	0
19	O=C(C1CC1)N1N=C(c2ccc(F)cc2)CC1(O)C(F)(F)F (configuration not stated)	-6	-3
20	COc1ccc(NC(=O)c2sc(N)nc2-c2ccccc2)cc1	10	-2
21	O=[N+]([O-])c1ccc(SCc2c(F)cccc2Cl)nc1	1	0
22	COc1cc(C2c3c(-c4cc(C)cc(C)c4O)n[nH]c3C(=O)N2CCCO)cc(OC)c1OC (configuration not stated)	4	8
23	CC(=O)Nc1cccc(NC(=O)CSc2nccn2Cc2ccco2)c1	-2	-8
24	CN1[C@@H]2CC[C@H]1CC(OC(=O)c1c[nH]c3ccccc13)C2 (some centres not stated)	1	4
25	O=C(O)c1csc(-c2cccc(Cl)c2)n1	-11	10
26	COc1cc(OC)cc(C(=O)N[C@H](C(=O)NC2=NCCS2)C(C)C)c1	-9	4
27	O=C1CSC(c2cccc([N+](=O)[O-])c2)N1CCc1ccccc1 (configuration not stated)	-7	2
28	c1ccc2c(-c3csc(-c4ccncc4)n3)c[nH]c2c1	110	-76
29	CN(C)c1ncnc(N(C)C)c1[N+](=O)[O-]	13	-9
30	O=C(/C=C/c1cccc(F)c1)Nc1cc(S(=O)(=O)N2CCOCC2)ccc1Cl	2	-1

Of the compounds above, these contain a thiophene ring, fused or not:
#	SMILES	H9c2 TAG inh	H9c2 TAG inh DAPI viability
4	O=C(NCc1ccccc1)c1ccc(NS(=O)(=O)c2cccs2)cc1	-24	-4
10	COC(=O)c1c(NC(=O)CCC(=O)O)sc(Cc2ccccc2)c1C	7	-5

Further compounds follow:
#	SMILES	H9c2 TAG inh	H9c2 TAG inh DAPI viability
31	CCCn1nc2cc(C(=O)NCc3ccc(OC)cc3)ccc2c1OCC	45	13
32	O=C(CCCc1ccccc1)NCCc1ccc(F)cc1	5	-8
33	Cn1c(=O)[nH]c2nc[nH]c2c1=O	12	0
34	O=C(COC(=O)c1ccccc1NC(=O)c1ccco1)NC1CC1	-7	29
35	NCC12CC3CC(C1)CC(c1ccc(Cl)cc1)(C3)C2	47	-13
36	Nc1cc2c(cc1Br)-c1ccccc1C2=NO	4	2
37	CC(=O)c1c(C)[nH]c(C(=O)OCC(=O)NCc2ccccc2)c1C	-7	8
38	Cc1nn(CC(=O)Nc2ccccn2)c(=O)c2ccccc12	-18	1
39	CCCCOc1ccc(C(=O)NCCC(=O)NCCCC(=O)OCC)cc1	22	-6
40	CCN(CC)CCCn1c2c(c(SCC(=O)Nc3ccccc3Cl)nc1=O)CCC2	-10	1
41	COc1ccccc1Cn1c(C)c(C(=O)NCc2ccc(C#N)cc2)sc1=O	-6	-7
42	N=c1c2c(-c3ccccc3)c(-c3ccccc3)n(Cc3ccco3)c2ncn1CCCO	23	4
43	COC(=O)c1nc2n(n1)C(c1cccc(Cl)c1)C1=C(CC(C)(C)CC1=O)N2 (configuration not stated)	12	-7
44	CN(CCc1ccccn1)S(=O)(=O)c1ccccc1F	-5	4
45	CN1CCN(CCN2CCn3c2nc2ccccc23)CC1	13	-12
46	CCc1ccccc1NC(=O)Nc1cnccn1	16	-3
47	COc1ccc(CSc2ncnc3sccc23)cc1F	-17	4
48	CC(=O)N(C)C[C@@H]1Oc2ncc(C#Cc3ccc(F)cc3)cc2C(=O)N([C@@H](C)CO)C[C@H]1C	4	0
49	Cc1ccc(C)c(S(=O)(=O)NCC(=O)Nc2ccc3c(c2)OCO3)c1	12	-7
50	CN(CC(=O)NCc1cccnc1)S(=O)(=O)c1cc(Cl)ccc1Cl	-8	-1

Reprinted at random: two entries already listed, in no set order.
#	SMILES	H9c2 TAG inh	H9c2 TAG inh DAPI viability
50	CN(CC(=O)NCc1cccnc1)S(=O)(=O)c1cc(Cl)ccc1Cl	-8	-1
42	N=c1c2c(-c3ccccc3)c(-c3ccccc3)n(Cc3ccco3)c2ncn1CCCO	23	4

More entries:
#	SMILES	H9c2 TAG inh	H9c2 TAG inh DAPI viability
51	O=C(CNc1ccc(F)cc1)c1ccccc1	8	7
52	Cc1ccc(SCCN2CCN(C)CC2)cc1	10	-4
53	CCCCn1c(N)c(N(CCC(C)C)C(=O)c2ccc3c(c2)OCO3)c(=O)[nH]c1=O	-7	-4
54	COc1ccc(NC(=O)C2Cc3c(-c4cccc(NC(C)=O)c4)ccnc3O2)cc1 (configuration not stated)	30	-19
55	CC(O)c1c(-c2ccccc2)nn(C)c1Cl (configuration not stated)	-2	-1
56	Cc1ccc(S(=O)(=O)C2(C(=O)NCc3ccc4c(c3)OCO4)CC2)cc1	-5	-12
57	CCCCn1c(N)c(N(CCC(C)C)C(=O)c2ccc3ccccc3c2)c(=O)[nH]c1=O	-1	7
58	COc1ccc(OC)c(NC(=O)c2nc(-c3ccccc3)oc2C)c1	-13	16
59	CS(=O)(=O)N(CC(=O)Nc1ccccc1C(=O)N1CCCC1)c1ccc2c(c1)OCO2	-8	-6
60	CCOc1ccc(CC(=O)C2C(=O)CC(C)(C)CC2=O)cc1OCC	-12	9
61	CC(NC(C(=O)c1ccccc1)c1ccccc1)c1ccccc1 (configuration not stated)	-17	6
62	CCCNC(=O)C1(C)CCN(C(=O)c2ccc(OC)cc2OC)C1 (configuration not stated)	-12	5
63	CCOC(=O)c1cccc(NC(=O)C2CCCN(S(=O)(=O)c3cnc[nH]3)C2)c1 (configuration not stated)	9	0
64	O=C(OC1CCOC1=O)c1ccccc1C(=O)c1ccc(Cl)c([N+](=O)[O-])c1 (configuration not stated)	5	-5
65	COCc1cc(N2CCCCC2)nc(-c2ccccc2)n1	-7	6
66	COc1ccc(S(=O)(=O)N2CCc3ccccc32)cc1C(=O)N1CCN(C=O)CC1	-13	-2
67	CCC1Nc2ncnc(N3CCOCC3)c2N(Cc2ccccc2)C1=O (configuration not stated)	-11	-17
68	CC1CCN(c2c(NCC3CCC(C(=O)N4CCCC(C)C4)CC3)c(=O)c2=O)CC1 (configuration not stated)	-10	3
69	COc1ccc(N2CCN(C3CCCN(C(=O)CN4CCOC4=O)C3)CC2)cc1 (configuration not stated)	11	-6
70	O=C1NC2(CCCCC2)C(=O)N1Cc1cccc(C(F)(F)F)c1	-6	3
71	CCOC(=O)c1[nH]c(C)c(C(=O)OCC(=O)Nc2sc3c(c2C#N)CCCCC3)c1C	-7	1
72	CCCCNC(=O)c1ccccc1C(=O)NCCCC	-3	-8
73	Cc1nc(SCc2nc3ccc(C(F)(F)F)cc3[nH]2)c2oc3ccccc3c2n1	15	3
74	CON/C=C(\C=Nc1ccccc1)c1ncc(C(F)(F)F)cc1Cl	-6	1
75	COc1ccc(S(=O)(=O)N2CCC(C(=O)N3CCCC3)CC2)cc1Cl	-1	2
76	COc1ccc(N2CC(C(=O)Nc3nc(-c4ccccc4)c(C(C)=O)s3)CC2=O)c(OC)c1 (configuration not stated)	5	-1
77	O=C(Cn1[nH]c(=O)c2ccccc2c1=O)N1CCN(S(=O)(=O)c2ccc(Cl)cc2)CC1	-18	2
78	CC(=O)c1c(C)[nH]c(C(=O)CSc2ccc(F)cc2)c1C	-43	-7
79	CCN(CC)CCNC(=O)c1ccc(NC(=O)c2ccc(S(=O)(=O)N(C)c3ccccc3OC)cc2)cc1	10	-3
80	Cc1cc(NC(=O)Nc2ccc(C)c(C)c2)no1	-31	10
81	COc1ccc(CNC(=O)C2CCN(c3nccs3)CC2)cc1	20	-9
82	CCCN1Cc2cccc(C(=O)NC(C)c3cccs3)c2C1=O (configuration not stated)	-14	-2
83	O=C(NCc1cccc(C(F)(F)F)c1)c1ccc2sc([C@@H]3O[C@H](CO)[C@H](O)[C@H](O)[C@H]3O)nc2c1	12	-9
84	CCOc1ccccc1NC(=O)CC(O)(C(F)(F)F)C(F)(F)F	18	-10
85	COC(=O)c1ccccc1Oc1cc(C(F)(F)F)nc(-c2ccccn2)n1	-3	2
86	CC(CCc1ccccc1)NC(=O)c1ccc(Br)o1 (configuration not stated)	-1	3
87	CCOC(=O)CCNCC1COc2ccccc2O1 (configuration not stated)	3	0
88	CCCn1c(=NC(=O)c2ccncc2)c(C#N)cc2c(=O)n3cccc(C)c3nc21	9	-4
89	C=CC(=O)NC(C)(C)CCN1CCOCC1	1	-3
90	O=c1c(Cl)c2oc3ccccc3nc-2c2ccccc12	-11	-14
91	COC(=O)c1ccccc1NC(=S)NC(=O)c1ccccc1	-5	5
92	CCc1ccc(N=c2c([N+](=O)[O-])nn(-c3ccc4c(c3)OCCO4)n2O)cc1	3	-1
93	O=C(Nc1cccc(S(=O)(=O)N2CCCCC2)c1)C1CCCC1	0	-9
94	CCN(CC)S(=O)(=O)c1ccc2c(c1)nc(SC(C)C(=O)NCC1CCCO1)n2CC (configuration not stated)	-7	23
95	Cc1c(NC(=O)COC(=O)c2ncc(Cl)c(Cl)c2Cl)c(=O)n(-c2ccccc2)n1C	-3	0
96	COc1ccc(/C=N/n2cnc3c([nH]c4ccc(F)cc43)c2=O)cc1CN1CCCC1	30	-11
97	O=C(CN1C(=O)C2CC=CCC2C1=O)OCc1cc(=O)n2cc(Br)ccc2n1 (configuration not stated)	0	-5
98	CCc1cc(C(=O)N2CCN(c3ncccn3)CC2)sc1C	-2	11
99	CC(C)S(=O)(=O)N1CCCC(C(=O)c2cccc(Cl)c2)C1 (configuration not stated)	-5	0
100	COc1ccc(OC)c(NC(=O)C2CCCC2)c1	-6	-1

Next section
#	SMILES	H9c2 TAG inh	H9c2 TAG inh DAPI viability
101	Cc1noc(C)c1COc1ccc(C(=O)N2CCN(c3ccccc3F)CC2)cc1	0	-9
102	Cc1ccc(Sc2c(C=O)c3ccccc3n2C)cc1	-73	-5
103	COc1ccc(CC(=O)NCc2cn3ccsc3n2)cc1	-1	1
104	Cc1[nH]c(SCC(=O)Nc2cc(C(N)=O)cc(C(N)=O)c2)nc1Cc1ccccc1	0	-4
105	Cc1cc(-c2onc(C)c2C(=O)Oc2ccc(Cl)cc2)no1	-7	-2
106	Cc1cccc(N2C(=O)CC(N3CCC(c4nc5ccccc5[nH]4)CC3)C2=O)c1 (configuration not stated)	-15	8
107	O=C(c1ccc(Br)o1)N1CCN(C/C=C/c2ccccc2)CC1	8	-10
108	O=C(OCc1cc(=O)n2ccsc2n1)c1ccc(OC(F)F)cc1	0	3
109	O=C(COC(=O)c1ccccc1NCCO)Nc1cccc(S(=O)(=O)NC2=NCCCCC2)c1	4	1
110	COc1ccccc1NC(=O)C(C/C=C(/C)Cl)C(C)=O (configuration not stated)	-27	-1
111	CN1CCc2c(sc(/N=C/c3cc(C(C)(C)C)ccc3O)c2C#N)C1	7	-10
112	O=C(NCc1ccccn1)C1C2C=CC(C2)C1C(=O)Nc1ccc(F)cc1 (configuration not stated)	-12	1
113	O=C(O)c1cccc(NC(=O)C2C3C=CC(C3)C2C(=O)O)c1 (configuration not stated)	4	5
114	Cc1nc(CS(=O)(=O)c2ccccc2)cc(Sc2ccc(Cl)cc2)n1	-12	5
115	CC1(C)CC(C(CC(=O)Nc2nccs2)c2ccccc2)CCO1 (configuration not stated)	-10	11
116	Cc1cc2ccccc2c(=O)n1CC(=O)NC1CCCCCC1	2	9
117	Cc1ccc(S(=O)(=O)Nc2cccc(NC(=O)CN3CCCCC3)c2)cc1	-6	4
118	COc1ccc(S(=O)(=O)N2CCN(C(=S)NCCc3ccccc3)CC2)cc1	-9	6
119	COc1cc(C(=O)NCCOc2ccc(F)cc2)c(Br)c(OC)c1OC	2	-1

No new results follow: entries from further up.
#	SMILES	H9c2 TAG inh	H9c2 TAG inh DAPI viability
111	CN1CCc2c(sc(/N=C/c3cc(C(C)(C)C)ccc3O)c2C#N)C1	7	-10
112	O=C(NCc1ccccn1)C1C2C=CC(C2)C1C(=O)Nc1ccc(F)cc1 (configuration not stated)	-12	1
113	O=C(O)c1cccc(NC(=O)C2C3C=CC(C3)C2C(=O)O)c1 (configuration not stated)	4	5

Not all compounds are listed, so the mix of outcomes need not match the whole.
